miR122 inh: blocks miR-122 activity in Huh7 sensor cells. activation (reporter increase), % at 12.5 µM. 0.3% of 340,000 active. Huh7 miR-122 Renilla luciferase sensor, 48 h; neutral wells = 0, positive control = 100. AID 602342;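 active = mean replicate activation score at least 90 and every replicate individually at or above 90; inconclusive = only one of the two criteria met; inactive = neither criterion met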;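 note: higher luciferase means less miR-122 activity so hits act as miR-122 inhibitors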
Cneo AK release: Cryptococcus neoformans lysis via adenylate kinase release; C. neoformans lysis, adenylate kinase release luminescence, 4 h; normalised: neutral wells 0, clomiphene wells 100; lysis activity, % at 15 µM; 0.2% of 360,000 active;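 active = mean lysis activity across replicates of at least 80%, whatever share of replicates individually reach that level; inactive = mean lysis activity below 80%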
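Schedule: static 4 h at 37 °C with compound, 1 h detection; system: C. neoformans cells; benchmarks: Clomiphene as positive control; buffer or medium: fresh YPD medium; measure: luminescence rise reflecting yeast cell lysis; measured by: luminescent adenylate kinase detection reagent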
ERp5 block: inhibitors of human ERp5; Q15084; ERp5 insulin aggregation, absorbance 650 nm, 90 min; inhibition, % at 9.99 µM; 0.05% of 350,000 active;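 active = mean replicate inhibition above about 25%, with every replicate also reaching it, limit read from the data, passing the limit was not always enough; inconclusive = only one of those two criteria met; inactive = neither criterion met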
Target sequence (Q15084 whole entry, looked up): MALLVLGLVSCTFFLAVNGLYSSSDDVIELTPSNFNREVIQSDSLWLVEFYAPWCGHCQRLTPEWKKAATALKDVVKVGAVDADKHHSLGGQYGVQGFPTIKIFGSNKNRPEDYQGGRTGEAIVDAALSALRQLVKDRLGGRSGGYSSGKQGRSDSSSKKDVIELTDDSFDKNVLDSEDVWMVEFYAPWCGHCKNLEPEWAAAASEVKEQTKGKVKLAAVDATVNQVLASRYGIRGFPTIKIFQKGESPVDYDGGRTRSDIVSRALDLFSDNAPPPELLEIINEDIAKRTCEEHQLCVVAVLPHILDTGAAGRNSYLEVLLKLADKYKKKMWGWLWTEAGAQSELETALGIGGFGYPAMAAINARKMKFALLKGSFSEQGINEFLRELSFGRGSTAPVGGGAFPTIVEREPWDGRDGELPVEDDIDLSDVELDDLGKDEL
ARNT-TACC3 inh: ARNT/TACC3 interaction disruption; AlphaScreen His-ARNT PAS-B/GST-TACC3 binding, luminescence; TACC3 fragment carries E629A point mutation; inhibition, % at 9.99 µM; 0.66% of 390,000 active; AID 623870;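 active = mean inhibition of replicates at least 50% and at least half of replicates each reaching 50%; inconclusive = half or more replicates reach 50% but mean below 50%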;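 note: 0% = complete ARNT plus TACC3 wells and 100% = ARNT alone without TACC3; many hits fall short of the cut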
esBAF inh: SWI/SNF esBAF complex inhibition; mouse ES cells, Bmi1-luciferase knock-in reporter, 24 h; 100% = twice the neutral-well signal; reporter increase, % at 12.5 µM; 2% of 350,000 active; AID 602393; in the data active = activation above about 40%; inconclusive = no clear call, values can overlap the other calls;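 note: 0% = median of the plate's neutral control wells and 100% = double that signal; a rise in the Bmi1 reporter signal indicates esBAF inhibition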
SIRT5 block: inhibitors of human sirtuin-5 desuccinylase | Q9NXA8 | Purified SirT5, succinyl-peptide AMC, trypsin-coupled fluorescence | inhibition, % at 15 µM | 1.1% of 330,000 active | AID 652115; in the data active = inhibition above about 15%; inconclusive = no clear call, values can overlap the other calls
Target sequence (Q9NXA8 whole entry, looked up): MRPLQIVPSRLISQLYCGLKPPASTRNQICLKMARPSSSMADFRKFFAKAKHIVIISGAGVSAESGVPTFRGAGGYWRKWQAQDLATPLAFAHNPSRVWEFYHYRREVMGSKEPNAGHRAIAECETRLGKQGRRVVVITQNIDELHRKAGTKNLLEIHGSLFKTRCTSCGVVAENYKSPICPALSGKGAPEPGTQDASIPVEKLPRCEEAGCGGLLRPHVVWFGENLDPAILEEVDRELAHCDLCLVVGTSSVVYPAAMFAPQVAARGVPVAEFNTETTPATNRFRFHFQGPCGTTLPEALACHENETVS
C2C12 statin: suppression of simvastatin myotoxicity; rescue of ATP level, % at 7.49 µM; C2C12 myotubes + simvastatin, ATP luminescence, 48 h; scaled: DMSO 0, geranylgeraniol control 100; 0.78% of 330,000 active; AID 602340;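 active = mean ATP rescue above about 67%, or every replicate alone reaching that limit, limit read from the data, passing the limit was not always enough; inconclusive = no clear call, values can overlap the other calls; inactive = mean under the limit and some replicate under it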;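 note: myotubes were challenged with 10 µM simvastatin during compound exposure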
Numbers without * were called inactive; ? = inconclusive; . = no result given; [ ] = dose if it differs, or a comment. An excerpt; rates above refer to the full screens.

SMILES	miR122 inh	Cneo AK release	ERp5 block	ARNT-TACC3 inh	esBAF inh	SIRT5 block	C2C12 statin
Cc1cc(C)cc(-n2c(C)cc(/C=C3\C(=O)NC(=O)N(C)C3=O)c2C)c1	.	.	-7	-5	.	-7	.
CCOc1ccc(-n2c(-c3cccs3)nc3ccccc3c2=O)cc1	10	.	5	-5	6	-5	-1
COC(=O)[C@@H]1[C@@H](CO)[C@@H]2Cn3c(ccc(C4=CCCC4)c3=O)[C@H]1N2S(=O)(=O)c1cn(C)cn1	8[16.7 µM]	0	1	-4	0	-11	-9
CCN(CC)C(=O)Cn1cc(/C=C2\C(=O)NC(=O)N(c3ccccc3F)C2=O)c2ccccc21	-2	-1	6	-6	-2	-4	4
O=C(CCN1CC=C(c2ccccc2)CC1)NCc1ccccc1	-2	-1	-5	.	-10	-1	6
CCCN(CC#CCOc1ccc(OC)cc1)CCC	-1	-2	.	-18	6	.	6
COc1ccc(-n2c(SCCN(C)C)nc3ccccc3c2=O)cc1	.	.	4	-1	.	1	.
O=C1CC2OCC=C3CN4CCC56c7ccccc7N1C5C2C3CC46O (stereo not given)	1	1	8	.	2	1	12
COC[C@]12CN(C)C3C4[C@H](OC)[C@H]1C3([C@@H](OC)C[C@H]2O)[C@@H]1C[C@@]2(O)[C@H](OC(=O)c3ccccc3)[C@@H]1[C@]4(OC(C)=O)[C@@H](O)[C@@H]2OC	-6	1	.	.	3	.	5
O=C1NC(=O)C(C2CCCCCC2)C(=O)N1	1	5	-2	-5	6	0	-2
CN(CCOc1ccc(C=C2C(=O)NC(=O)NC2=O)cc1)c1ccccn1	.	-3	6	5	.	-1	.
O=C(COc1ccc2ccccc2c1)N1CCN(Cc2c[nH]c3ccccc23)CC1	8	7	1	.	.	-5	.
CCOC(=O)c1c(NC(=O)C(c2ccccc2)c2ccccc2)sc2c1C1CCN2CC1	-16	.	-7	5	-1	-1	-11
COc1ccc(Nc2ncc(C(=O)N3CCC4(CC3)OCCO4)c3ccccc23)cc1	8	1	.	-1	3	.	-5
CCCC(=O)NC1=C(N2CC2)C(=O)C(NC(=O)CCC)=C(N2CC2)C1=O	-6	-2	5	31	-13	1	7
COC(=O)C1=C(c2cccc(OC)c2OC)C[C@@H]2CC[C@H]1N2C(=O)N1CCCC1	.	-4	1	.	11	-2	8
CCC[N+]12CCC(CC1)C(C(O)(c1ccccc1)c1ccccc1)C2 (stereo not given)	-5	0	-2	0	-4	0	-3
O=C1COc2ccc(C(=O)COC(=O)Cc3ccccc3)cc2N1	-1	0	4	-7	.	-3	25
CCCCCCOc1ccc(CN2CCN(C)CC2)cc1	-23	.	-1	6	-73	-4	-7
Clc1ccccc1Nc1ncnc(-n2cccc2)n1	3	8	.	6	?	.	.
N=c1sccn1Cc1ccccc1F	-2	-5	1	-15	-1	-1	-8
COc1ccc2c3c1OC1C(=O)CC[C@@]4(O)[C@@H](C2)N(C)CC[C@]314 (stereo not given in full)	-9	4	5	.	0	.	-6
CCCCCn1c(=O)c(C(=O)Nc2cc(C)ccn2)c(O)c2ccccc21	-6	-4	3	1	4	-4	-7
COC(=O)C1=C(c2ccc(OC)c(OC)c2)C[C@@H]2CC[C@H]1N2C(=O)N1CCc2cc(OC)c(OC)cc2C1	1	8	-5	6	3	.	12
CCC(=Nc1ccc(OC)cc1OC)c1c(O)n(C)c(=O)n(C)c1=O	-3	-1	.	4	1	.	8
CC1(C)C2([N+](=O)[O-])CN3CC1([N+](=O)[O-])CN(C2)C3c1cccnc1 (stereo not given)	0	.	-7	.	-7	-1	0
CCC(C)/C=C(C)/C=C/C1=CC2=C(Cl)C(=O)C(C)(OC(C)=O)C(=O)C2=CO1 (stereo not given)	-5	-2	.	49*	6	.	-20
CCCCCCn1c(O)c(C=Nc2ccccc2N2CCOCC2)c(=O)[nH]c1=S	-7	-3	-3	.	.	5	.
C=CCC1([C@@H](C)CCC)C(=O)NC(=O)NC1=O	3	0	-3	0	-2	.	-1
COc1ccc(-c2ccc([C@H]3[C@@H](CO)N4CCCCN(C(=O)Cc5ccccc5)C[C@H]34)cc2)cc1	-2[16.7 µM]	3	2	-5	.	0	.
Cc1ccsc1C(=O)C1CCCN(Cc2cc3ccccc3o2)C1 (stereo not given)	1	-6	2	-3	-2	-7	-12
CC1CCCN(c2ccc(C(=O)N3CCC4(CC3)OCCO4)cc2[N+](=O)[O-])C1 (stereo not given)	21	-1	1	-7	-1	3	0
Cc1ccc2c(c1)CC1(CN2C)C(=O)NC(=O)N(c2ccccc2C)C1=O (stereo not given)	8	0	.	5	2	.	9
CC=Cc1ccc2n(c1=O)C[C@@H]1[C@@H](CO)[C@H](C(=O)OC)[C@H]2N1CC1CCCCC1 (mixture of isomers)	-3[16.7 µM]	3	2	-14	1	-3	-2
CC(O)(CS(=O)(=O)c1cccc(C(F)(F)F)c1)C(=O)Nc1ccc(C(F)(F)F)cc1 (stereo not given)	5	.	-2	3	-3	2	6
CN(C)CCN(CC1CCCN(Cc2ccccc2F)C1)C(=O)Cc1ccccc1F (stereo not given)	-3	1	1	-7	-4	-2	-5
CC1(C)COC(Nc2ccc(Cl)cc2)=N1	-1	-1	.	0	8	.	-13
CN1CCN(c2ccccc2N)CC1	0	1	.	11	-9	.	5
Cc1cc(/C=C2\C(=O)NC(=O)N(Cc3ccccc3)C2=O)c(C)n1C1CC1	.	.	4	-3	.	2	.
O=c1[nH]c(O)c(C=Nc2cccc(F)c2)c(=O)[nH]1	3	1	1	-10	-3	-3	5
O=C1Nc2ccccc2C(c2ccccc2)=NC1O (stereo not given)	.	0	3	-20	-9	-3	-6
C=CCn1c(O)c(C(CC)=Nc2cc(OC)ccc2OC)c(=O)[nH]c1=O	-12	0	.	.	-5	.	3
COc1ccc(-c2nc3ccccc3c(=O)n2-c2ccc(OC)cc2)cc1	.	.	4	11	.	-2	.
O=C1CC2OCC=C3CN4CCC56c7cc([N+](=O)[O-])ccc7N1C5C2C3CC46 (stereo not given)	-1	-1	-1	.	-2	5	3
CC1=CC2OC3CC4OC(=O)C=CC=CC(=O)OCCC(C)C(O)C(=O)OCC2(CC1)C4(C)C31CO1 (stereo not given)	-9	.	8	1	.	-1	.
O=C(O)[C@@H]1[C@@H](CO)[C@@H]2Cn3c(ccc(C4=CCCC4)c3=O)[C@H]1N2C(=O)Cc1ccccn1	5[16.7 µM]	-4	3	1	2	-16	12
CCn1c(O)c(C=Nc2ccc(S(N)(=O)=O)cc2)c(=O)n(CC)c1=S	.	.	-1	-5	.	-1	.
O=C(O)C(O)(c1ccc(Cl)cc1)C1(O)CCCC1 (stereo not given)	-6	2	-4	.	1	-4	-1

Looked up one by one from the list above, 2 records:
SMILES	miR122 inh	Cneo AK release	ERp5 block	ARNT-TACC3 inh	esBAF inh	SIRT5 block	C2C12 statin
O=C1COc2ccc(C(=O)COC(=O)Cc3ccccc3)cc2N1	-1	0	4	-7	.	-3	25
O=C(O)C(O)(c1ccc(Cl)cc1)C1(O)CCCC1 (stereo not given)	-6	2	-4	.	1	-4	-1

Later entries:
SMILES	miR122 inh	Cneo AK release	ERp5 block	ARNT-TACC3 inh	esBAF inh	SIRT5 block	C2C12 statin
COC(=O)C1=C(c2ccc3ccccc3c2)C[C@@H]2CC[C@H]1N2C(=O)NC1CCCCC1	0	1	.	7	8	.	4
CN(C)CC#Cc1ccc([C@@H]2[C@H](CO)N3CCCCN(C(=O)Cc4ccccn4)C[C@@H]23)cc1	1[16.7 µM]	0	-5	6	.	-3	.
CCCCCCC(=O)c1c(O)n(-c2ccc(OC)cc2)c(=O)[nH]c1=O (tested in a mixture with another compound)	.	.	4	-2	-8	0	-3
Cc1ccc2[nH]c3c(c2c1)CN(C(=O)CN1C[C@H]2C[C@@H](C1)c1cccc(=O)n1C2)CC3	0	2	0	2	-2	0	9
O=C(N/N=C1/CN2CCC1CC2)c1cccc(O)c1	0	1	.	-1	.	.	.
O=C(Cc1cccnc1)N1CCCCN2[C@H](C1)[C@H](c1ccc(C#CC3CCCC3)cc1)[C@@H]2CO	-8[16.7 µM]	2	2	-1	0	3	23
Cc1cccc(-c2nc3ccccc3c(=O)n2-n2cccc2)c1	2	1	.	-2	-7	.	-14
CNc1ccc2oc(C[C@H]3O[C@@]4(CC[C@H]3C)O[C@H]([C@H](C)C(=O)c3ccc[nH]3)[C@H](C)C[C@H]4C)nc2c1C(=O)O	-23	-2	1	-4	-59	0	-263
Cc1sc2ncnc(N3CCC(C(=O)Nc4ccc(C#N)c(Cl)c4)CC3)c2c1C	-11	1	2	-13	0	3	5
COc1ccc(C(C)=O)cc1CN1CC=C(c2ccccc2)CC1	.	3	.	5	2	.	-5
COc1cccc(C2C([N+](=O)[O-])=C(N)Oc3c2c(=O)oc2ccccc32)c1 (stereo not given)	-5	-1	.	-5	-1	.	-4
CCN(CC)c1ccc(N=Cc2c(O)n(-c3cc(OC)ccc3OC)c(=O)[nH]c2=O)cc1	1	11	.	-12	2	.	.
O=C(c1cccs1)N1C2CCC1CC(O)(c1cccnc1)C2 (stereo not given)	1	-1	.	-11	-2	.	-7
O=C1NC(=S)N(c2ccc(Cl)cc2)C(=O)/C1=C/N1CCN(C(=O)c2ccco2)CC1	5	.	.	-9	0	.	77*
COC(=O)[C@H]1[C@H](CO)[C@H]2Cn3c(ccc(-c4cccc(F)c4)c3=O)[C@@H]1N2Cc1cccnc1	8[16.7 µM]	-2	1	1	-1	-9	6
COP(=O)(OC)C1(O)C(=O)Nc2ccc(Br)cc21 (stereo not given)	-1	.	.	-4	-8	.	-1
CN=C1CN(O)C(c2ccccc2)c2cc(Cl)ccc2N1 (stereo not given)	111*	1	3	9	-3	-5	0
O=C1C=C2C=C[C@H]3C[C@]2(O1)[C@@H]1CCCCN13	.	2	4	-8	10	-2	-1
O=C1Nc2ccccc2/C1=C/c1nc2ccccc2c(=O)n1-c1ccc(O)cc1	6	-3	4	-6	13	-2	9
O=c1c2ccccc2nc(Cc2ccccc2)n1-c1ccccc1O	-2	-1	-2	-16	2	-2	-11
COc1ccc(-[n+]2c(-c3ccccc3)cc(-c3ccc(C)cc3)cc2-c2ccccc2)cc1	-19	-3	-2	3	-33	-1	-135
CC(CC(C)(C)N1CC1)=NNC(=O)Nc1cccc2ccccc12	.	.	-7	2	.	8	.
O=[N+]([O-])[N-][n+]1cnn(Cc2ccccc2)c1	.	.	-2	9	.	-3	.
O=C(Nc1cccc(C(F)(F)F)c1)OC1CN2CCC1CC2 (stereo not given)	5	0	3	2	-8	-1	-1
O=C1C2CCCN2C(c2ccccc2)N1c1ccccn1 (stereo not given)	6	-2	.	0	3	.	2
O=C(Cc1ccccn1)N1CCCCN2[C@@H](CO)[C@@H](c3ccc(-c4ccccc4F)cc3)[C@@H]2C1	3[16.7 µM]	0	-2	4	2	-5	-13
O=C1NCN(c2ccccc2)C12CCN(C(c1cc3ccccc3o1)c1nnnn1Cc1ccccc1)CC2 (stereo not given)	3	-1	2	.	2	.	-8
O=c1c2ccccc2[nH]c(=S)n1-c1cccc(C(F)(F)F)c1	10	-1	2	.	9	6	-3
O=C(O)[C@@H]1[C@@H](CO)[C@@H]2Cn3c(ccc(-c4ccncc4)c3=O)[C@H]1N2S(=O)(=O)c1ccccc1F	.	2	.	2	0	.	-11
CC1(C)C(C(=O)NN2C(=O)c3ccccc3C2=O)C1(C)C	.	0	.	3	-1	.	18

Four entries already listed, ordered by molecular weight, high to low:
SMILES	miR122 inh	Cneo AK release	ERp5 block	ARNT-TACC3 inh	esBAF inh	SIRT5 block	C2C12 statin
O=C1NCN(c2ccccc2)C12CCN(C(c1cc3ccccc3o1)c1nnnn1Cc1ccccc1)CC2 (stereo not given)	3	-1	2	.	2	.	-8
O=c1c2ccccc2[nH]c(=S)n1-c1cccc(C(F)(F)F)c1	10	-1	2	.	9	6	-3
O=C(Nc1cccc(C(F)(F)F)c1)OC1CN2CCC1CC2 (stereo not given)	5	0	3	2	-8	-1	-1
CC1(C)C(C(=O)NN2C(=O)c3ccccc3C2=O)C1(C)C	.	0	.	3	-1	.	18
